KCNQ2 block: KCNQ2 potassium channel inhibitors, primary screen, cell-based, CHO-K1, FluxOR thallium flux, B-score (AID 2156) | actives 1.1% (n = 310,000) | 20 min; active compounds read low | O88943 | B-score at 10 µM;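 active means fluorescence ratio B-score at most minus 3 library SDs, with starting brightness B-score within 2 library SDs, cut at about -5.5 in these data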
Target sequence (O88943 whole entry, looked up): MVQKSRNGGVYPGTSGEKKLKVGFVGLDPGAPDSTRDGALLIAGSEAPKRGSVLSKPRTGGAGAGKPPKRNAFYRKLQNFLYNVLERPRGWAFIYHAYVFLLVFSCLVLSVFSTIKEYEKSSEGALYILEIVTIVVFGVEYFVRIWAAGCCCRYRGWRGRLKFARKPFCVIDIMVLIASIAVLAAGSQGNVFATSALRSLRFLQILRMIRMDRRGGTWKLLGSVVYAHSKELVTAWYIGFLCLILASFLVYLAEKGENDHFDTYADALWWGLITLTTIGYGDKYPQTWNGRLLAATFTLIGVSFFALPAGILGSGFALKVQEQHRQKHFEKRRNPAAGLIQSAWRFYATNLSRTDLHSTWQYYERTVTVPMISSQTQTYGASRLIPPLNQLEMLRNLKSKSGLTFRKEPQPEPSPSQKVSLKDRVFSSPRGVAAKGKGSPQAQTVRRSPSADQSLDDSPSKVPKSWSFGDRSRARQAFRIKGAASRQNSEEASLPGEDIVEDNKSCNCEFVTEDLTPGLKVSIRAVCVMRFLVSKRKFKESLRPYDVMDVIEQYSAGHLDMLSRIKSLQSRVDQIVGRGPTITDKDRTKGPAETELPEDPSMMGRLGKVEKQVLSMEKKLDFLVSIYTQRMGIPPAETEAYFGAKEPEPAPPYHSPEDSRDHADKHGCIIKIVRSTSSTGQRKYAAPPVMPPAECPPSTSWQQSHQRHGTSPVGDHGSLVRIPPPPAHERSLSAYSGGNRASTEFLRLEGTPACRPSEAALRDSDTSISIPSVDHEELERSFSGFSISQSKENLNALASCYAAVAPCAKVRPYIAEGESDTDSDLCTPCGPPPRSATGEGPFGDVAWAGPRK
OX1R FRET antag: blocks the human orexin 1 receptor; O43613; OX1R-expressing cells, FRET antagonist read-out; inhibition, % at 6.6 µM; actives 1.8% (n = 330,000); in the data active means inhibition mostly above about 38%, no sharp cut-off; inactive means mostly below about 40%;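 further: 0% = agonist challenge alone and 100% = reference antagonist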
STK33 inh: inhibitors of human STK33 kinase; Q9BYT3; purified STK33, MBP phosphorylation, ADP-Glo luminescence; inhibition, % at 10 µM; actives 0.073% (n = 320,000); AID 2661;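 active means inhibition at or above 25%, using the most active replicate where run in duplicate; inactive means inhibition below 25%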
* = called active by the depositor; i = inactive; . = not tested or not shown; + = active, no number. Random draw from the library. About 2.7% of those tested had a hit in this group.

STK33 inh	OX1R FRET antag	KCNQ2 block	mol
3.3	16	i	COc1ccc2c(c1)c(=O)oc1c(C)c(OCc3cc(C(=O)O)oc3C)ccc12
-1.4	9	.	O=C(CCCNC(=O)c1ccc(Cl)cc1)Nc1ccc(F)c(S(=O)(=O)N2CCOCC2)c1
.	29	i	COc1ccccc1N1CCN(C2CCCN(S(=O)(=O)c3ccc(C)cc3)C2)CC1 (stereo not given)
-0.4	16	i	CSc1ccc(C(=O)/C=C/c2ccc(N)cc2)cc1
0.5	26	i	Cc1cc(C)c[n+](CC(=O)c2ccc(NC(=O)c3ccccc3)cc2)c1
2.3	6	.	COc1ccc(C(=O)Nc2ccc3nc(N4CCOCC4)sc3c2)cc1OC
0.1	26	i	CCc1cc(-c2ccc3c(c2)COc2c4ccccc4nn2-3)on1
-2.2	24	i	O=C(Nc1ccccc1)c1cnc2ccccc2n1
-2.7	36	i	Cc1nc(C(=O)O)sc1C1(C)CC(c2cccc([N+](=O)[O-])c2)=NO1 (stereo not given)
-0.7	10	i	N#CCC(=O)N1CCCCCC1
8.0	24	i	C/C(=N\Nc1ccccc1C(=O)O)c1ccncc1
0.7	9	i	C/C=C/c1ccc(OCCN2CCc3ccccc3C2)c(OC)c1
-0.2	-10	i	O=C1C(=O)N(CCCc2ccccc2)c2ccccc21
-0.1	26	i	COc1ccc(-c2cc(C(=O)NN)n(-c3ccccc3)n2)cc1
-2.5	18	i	O=C(Nc1ccc(S(=O)(=O)NCc2ccco2)cc1)c1cccc(F)c1

The results go on.
STK33 inh	OX1R FRET antag	KCNQ2 block	mol
0.8	14	i	COc1ccc(CCC(=O)Nc2ccc3c(c2)OCCO3)cc1
-0.3	4	i	CCN(CC(=O)Nc1cc(Cl)ccc1C)C(=O)CSCc1c(C)noc1C
-0.8	11	i	CCN(CC)S(=O)(=O)c1ccc2c(c1)N(CC(=O)N1CCCC1)C(=O)CO2
-0.9	5	i	CCn1c(Cn2nnc(-c3ccccc3)n2)nnc1SCC(=O)N1CCOCC1
-2.3	17	i	CCOC(=O)c1c(NC(=O)CC)sc(C(=O)N2CCCCC2)c1C
-0.1	18	i	CC(=O)Nc1cccc2c1C(=O)N(c1cccc(OC(C)=O)c1)C2=O
0.3	12	i	COC(=O)c1ccc(CN2[C@H](C(=O)OC)C[C@@]3(O)[C@H](O)[C@H](O)[C@H](O)C[C@@H]23)cc1
-1.9	13	.	COCCN1Cc2cccc(C(=O)Nc3cccnc3)c2C1=O
-1.2	38	.	C#CCOCCOCCOCCNc1nc(N2CCOCC2)nc(N2CCN(C(=O)CCCCCCCCCCNC(=O)[C@@H]([C@H](C)CC)n3cc(CCCCCN)nn3)CC2)n1
1.0	2	i	COc1ccc(N2CCN(C3=CC(=O)N(c4cccc(Cl)c4)C3=O)CC2)cc1
0.9	37*	i	O=C(O)c1cc(-c2ccccc2Cl)n(-c2cccc(Cl)c2)n1
-0.3	20	i	Cc1ccc(S(=O)(=O)N2CCCCC2)cc1NC(=O)CSCC(=O)O
-1.4	15	i	O=C(NCC1CCCN(Cc2cccc(F)c2)C1)c1cccc2ccccc12 (stereo not given)
0.2	6	i	CCOC(=O)N1CCN(C(=O)/C(=C/c2ccc(F)cc2)NC(=O)c2ccccc2)CC1
0.1	5	i	CCOC(=O)CNc1nc(Cl)nc(N2CCCCC2)n1

New compounds follow.
STK33 inh	OX1R FRET antag	KCNQ2 block	mol
11	10	-5.9*	CCC1Oc2ccc(C)cc2N(Cc2cccc(C)c2)C1=O (stereo not given)
-0.5	21	i	Cc1cc(-c2ccccc2C(=O)O)on1
0.1	26	i	CC(C)CNS(=O)(=O)c1ccc(S(=O)(=O)NC2CCOC(C)(C)C2)cc1 (stereo not given)
-1.6	33*	.	N#Cc1cc([N+](=O)[O-])ccc1NC(=O)CSc1n[nH]c(=O)n1C1CC1
0.4	12	i	N#CC1(NC(=O)COC(=O)c2cc([N+](=O)[O-])ccc2N2CCCC2)CCCCC1
-1.3	5	i	CC(=O)N1c2ccc(S(=O)(=O)NCCC(=O)N(C)C3CCCCC3)cc2CC1C (stereo not given)
-0.2	10	i	Cc1nn(-c2ccccc2)c2c1C(c1c(C)[nH]c(C#N)c1C)C(C#N)=C(N)O2 (stereo not given)
-1.1	10	i	Fc1ccc(NCc2nnc(SCc3ccccc3)o2)cc1
0.0	2	.	NC(=O)CCN(C(=O)c1cccc(S(=O)(=O)N2CCc3ccccc32)c1)c1ccccc1
-0.3	6	i	CC1CCCCC1NC(=O)Cn1nnc(-c2ccc(Cl)cc2)n1 (stereo not given)
0.4	18	i	COc1cc(C)c(S(=O)(=O)NOCc2ccccc2)c(C)c1C
-3.9	20	i	COc1ccc(N=C2SC(CC(=O)Nc3ccccc3)C(=O)N2CCN2CCOCC2)cc1 (stereo not given)
0.4	4	i	CCOC(=O)NC(=O)/C(C#N)=C/c1ccc(N(C)C)cc1
-0.4	15	i	CCOC(=O)CC(NC(=O)Cn1nnc(-c2ccccc2F)n1)c1ccc(OC)cc1 (stereo not given)
-0.7	.	i	O=C(O)c1cc([N+](=O)[O-])cc([N+](=O)[O-])c1N1CCN(c2cccc(C(F)(F)F)c2)CC1

Next section:
STK33 inh	OX1R FRET antag	KCNQ2 block	mol
-1.4	24	i	O=C(CN1CCN(c2ccc(Cl)cc2[N+](=O)[O-])CC1)N1CCOCC1
0.1	12	i	COc1cc2c(=O)n(CCC(=O)NCC3CCCO3)c(=O)n(CC(=O)Nc3ccc(C)c(C)c3)c2cc1OC (stereo not given)
-4.1	40	.	CCOc1ccc(/C=C/C(=O)c2cc(Br)ccc(=O)c2O)cc1
2.3	15	i	CC(NC(=O)C1CCCN1S(=O)(=O)c1ccccc1)c1ccccc1 (stereo not given)
-2.9	5	i	CC(C)Cc1cc(C(=O)NCc2cccnc2)no1
-1.2	34	i	CC(=O)c1sc(NC(=O)CSC(C)C(=O)Nc2cc(C)on2)nc1-c1ccccc1 (stereo not given)
-1.4	18	i	Cc1ccc(C(=O)N(C)Cc2ccccc2)cc1S(=O)(=O)N1CCOCC1
-0.1	5	i	COc1ccc(-c2onc(C)c2-c2ccc3c(c2)OCCO3)c(O)c1
0.0	22	i	O=C(CC1COc2ccccc2O1)NC1CCCCC1 (stereo not given)
-0.7	34	i	COc1ccc(Nc2ccc(C(F)(F)F)cc2[N+](=O)[O-])cn1
-2.4	-1	i	COc1ccc(S(=O)(=O)NCCSC(C)(C)C)c(Cl)c1Cl
0.0	8	i	COc1ccc(N2C(=O)[C@@H]3[C@H](C2=O)[C@H](C(C)=O)N2c4ccccc4C=C[C@@H]32)cc1
-0.9	12	i	CC(C)C(=O)Nc1ccc(NC(=O)c2cc3ccccc3o2)cc1
-1.2	5	i	O=C(O)/C=C/C(=O)NNC(=O)c1ccc(Br)cc1
-0.3	16	i	COC(=O)c1sc(N/N=C/c2ccc(C(C)C)cc2)nc1C

Continued.
STK33 inh	OX1R FRET antag	KCNQ2 block	mol
.	14	i	CC/C(=N\NC(=O)c1ccc(N(C)C)cc1)c1ccccc1
0.1	7	i	O=C(CSC(=S)N1CCOCC1)Nc1ncc2c(n1)CCCC2=O
-0.4	15	i	Cn1c(N)c(C(c2ccccc2)c2c(N)n(C)c(=O)n(C)c2=O)c(=O)n(C)c1=O
0.3	20	i	CC(=O)Nc1ccc(S(=O)(=O)N2CCSC2c2ccccc2)cc1 (stereo not given)
0.3	11	i	Cc1ccc(C)c(S(=O)(=O)N2CCN(C(=O)C3CC3C)CC2)c1 (stereo not given)
-1.4	0	i	CCc1ccc(S(=O)(=O)NCCc2csc(C)n2)s1
6.2	18	.	CC1CC(C)CN(C(C)C(=O)Nc2cc(S(=O)(=O)N3CCCCC3)ccc2Cl)C1 (stereo not given)
-2.0	15	i	CCc1ccc(NC(=O)C[n+]2cc(-c3ccc(C)cc3)n3c2CCC3)cc1
-1.5	9	i	Cc1ccc(C(=O)NCc2ccc(F)cc2)s1
0.6	23	i	Cc1nnc(SCC(=O)N2CCOCC2)n1C
0.2	46	i	COc1ccc(Cc2nc(C(=O)Nc3ccc(OC)cc3)cs2)cc1
-2.7	18	i	N/C(=N\OC(=O)CCN1C(=O)c2ccccc2C1=O)c1ccccn1
-0.3	12	i	COc1ccc(CCNC(=O)CC(C)S(=O)(=O)c2ccc3c(c2)NC(=O)CO3)cc1OC (stereo not given)
0.3	28	i	CCC(CC)NC(=O)c1cccc(Oc2ccccc2)c1
-2.1	63*	i	CCc1cccc2c(C(=O)COC(=O)/C=C/c3ccccc3OC)c[nH]c12

(listing goes on)
STK33 inh	OX1R FRET antag	KCNQ2 block	mol
-0.5	7	i	C=C1N(c2ccc(Cl)cc2)C(=O)OC1(C)C
-1.1	21	i	COC(C[C@@H](O)C[C@@H](O)[C@@H](C)OCc1ccccc1)OC
-0.2	8	i	C#CC[N+](C)(C)CCCCCCCCCCCC
0.9	13	i	COc1ccc(CNC(=O)COC(=O)CCS(=O)(=O)c2ccc(C)cc2)cc1OC
-1.9	42	i	CCN(CC(=O)NCc1ccc(Cl)cc1)C(=O)/C=C/c1ccc(Cl)c([N+](=O)[O-])c1
-0.9	17	i	CC(=O)Nc1ccc(NC(=O)C2CC(=O)N(Cc3ccccc3)C2)cc1 (stereo not given)
-0.9	58	i	Cc1cc(Br)ccc1NC(=O)CCN1C(=O)c2ccncc2C1=O
-0.6	4	i	Nc1ccc(N2CCN(c3ccccc3)CC2)c(F)c1
-2.2	2	i	CCOC(=O)C1=C(c2ccccc2)NC(=S)NC1c1cccc([N+](=O)[O-])c1 (stereo not given)
-0.9	5	.	CCOc1c(Br)cc(C(=O)OCC(=O)N2CCc3ccccc3C2)cc1OC
11	21	i	Cc1cccc(NC(=O)c2ccccc2Br)n1
0.5	12	i	COc1cc2c(cc1OC)CN(CC(=O)Nc1ccc3c(c1)OCO3)CC2
-0.9	2	i	Cc1ccc(CNC(=O)CN2C(=O)NC(C)(c3ccc(Cl)cc3)C2=O)cc1 (stereo not given)
-0.9	2	i	CN(c1ccc(C(=O)NCc2ccc3c(c2)OCO3)cc1)S(=O)(=O)c1ccccc1
0.0	7	i	OCCN(Cc1ccccc1)CC1CC2C=CC1C2 (stereo not given)

Next section.
STK33 inh	OX1R FRET antag	KCNQ2 block	mol
0.3	0	i	O=S(=O)(Cc1ccccc1Cl)Nc1ccccn1
-2.0	18	i	Cc1ccc2c(C(=O)CN3CCOCC3)c(C)[nH]c2c1
0.2	10	i	CN1CCC(NC(=S)Nc2cccc([N+](=O)[O-])c2)CC1
-1.2	11	i	O=C(Nc1cccnc1)c1cc(Cl)ccc1Cl
1.1	19	i	COc1ccc(NC(=O)C2CCCN(S(=O)(=O)c3c(C)n[nH]c3C)C2)cc1 (stereo not given)
-1.0	15	i	CCOC(=O)c1c(NC(=O)C(C)N2CCN(S(=O)(=O)c3cccs3)CC2)sc2c1CCC(C)C2 (stereo not given)
-1.3	20	i	O=C(NC1CCCCC1)c1ccc(-c2ccccc2[N+](=O)[O-])o1
13	+	i	O=C(O)c1ccc2nc3c(nc2c1)-c1ccccc1C3=O
8.4	9	i	Nc1c(C(=O)c2ccccc2O)cnn1-c1ccc(S(=O)(=O)N2CCOCC2)cc1[N+](=O)[O-]
-2.7	21	i	Cc1nc(C(=O)NCc2ccccc2)sc1C1(C)CC(c2cccc([N+](=O)[O-])c2)=NO1 (stereo not given)
-0.8	0	i	O=C(Cc1ccccc1)NCCS(=O)c1ccc(Cl)cc1 (stereo not given)
1.2	11	i	O=C(/C=C/c1ccccc1)Nn1cnc2ccccc2c1=O
-2.3	20	i	CC(=O)Nc1cccc(C(=O)N/N=C/c2ccc(F)cc2)c1
-0.8	22	i	O=C(Nc1ccc(N2CCN(c3ncccc3C(F)(F)F)CC2)nc1)c1cccs1
-0.4	13	i	Cc1ccc2nc3c(cc2c1)CN(Cc1ccco1)C(=NCC1CCCO1)S3 (stereo not given)

(continued)
STK33 inh	OX1R FRET antag	KCNQ2 block	mol
0.2	11	i	CCC(C)(C)C1CCC(=NNc2nc3ccccc3[nH]2)CC1 (stereo not given)
-0.1	-1	i	C=CCNC(=O)/C(C#N)=C/c1c(N2CCCCCC2)nc2ccccn2c1=O
-1.6	11	i	Nc1ccc(C2(c3ccc(N)cc3)OC(=O)c3ccccc32)cc1
-0.8	5	i	CC(=O)c1ccc(NC(=O)CN2CCCCCC2)cc1
-0.8	0	i	CCN(CC)S(=O)(=O)c1ccc2c(c1)nc(SC(C)C(N)=O)n2-c1ccc(OC)cc1 (stereo not given)
-2.1	-1	i	Cc1cc(C)cc(C(=O)NCC(=O)OCC(=O)N2CCN(S(=O)(=O)c3ccc4ccccc4c3)CC2)c1
